# Bioassay records from PubChem BioAssay.
# BL2 CD40 inh: inhibitors of CD40-induced NF-kB signaling, primary screen, BL2 cells, luciferase reporter, single point | CD40L-induced, 4 h | inhibition, % at 10 µM | hit rate 0.94% among 83,000 | AID 1053188, 2014;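 active = mean inhibition of at least 50% with a set share of replicates also reaching that level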;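 also: 0% = neutral control wells and 100% = IKK inhibitor VII at 50 µM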
# An asterisk follows results filed as active; & = joins results of further samples; [ ] = another dose, or the depositor's remark. This is a subset; the hit share may differ from the screen's.
SMILES,BL2 CD40 inh
Cc1cc(=O)c2c(O)c(O)ccc2o1,-25.3
O=C(Nc1nc(-c2ccccc2)nc2ccccc12)c1ccc(F)cc1,11.7
O=C(NCc1ccccn1)C1CCN(S(=O)(=O)c2ccccc2)CC1,8.5
CC(=O)N(C)C[C@@H]1OCc2ccccc2-c2ccccc2C(=O)N([C@H](C)CO)C[C@@H]1C,-6.0[25 µM]
Cc1cc(C)nc(NS(=O)(=O)c2ccc(N3Cc4ccccc4C3=O)cc2)n1,-1.7
O=S(=O)(Nc1ccc(F)cc1)c1ccc(S(=O)(=O)N2CCOCC2)cc1,7.4
CS(=O)(=O)N1CCC(C(=O)N2CCN(c3ccccc3)CC2)CC1,2.8
COc1ccc2oc(C(=O)OCC(=O)N(C)C3CCS(=O)(=O)C3)c(C)c2c1 (stereo not drawn),-10.1
Cc1ccc(-c2noc(CCC(=O)NCCN3CCN(Cc4ccccc4)CC3)n2)cc1,21.9
O=C(CCCN1CCC(c2ccccc2)C1)c1ccc2c(c1)OCCO2 (stereo not drawn),10.8
CCC(C)NC(=O)c1cc(OC)c(OC)c(OC)c1 (stereo not drawn),4.2
O=C(c1ccc(COCC(F)(F)F)o1)N1CCCCCC1,3.5
CC(=O)N(C)C[C@@H]1[C@H](c2ccc(-c3ccccc3)cc2)[C@H](CO)N1C(=O)C1CC1,13.0[25 µM]
O=C(C1CCCCC1)N1CC2(C1)[C@@H](c1ccccc1)[C@@H](CO)N2C(=O)c1cccnc1,-16.1[25 µM]
Cc1ccc(NC(=O)CN2c3cccc4cccc(c34)S2(=O)=O)cc1,-15.2
Cc1ccc(S(C)(=O)=O)cc1C(=O)Nc1cccc(S(=O)(=O)N2CCCCCC2)c1,7.8
O=C(/C=C/c1cccs1)c1ccc(N2CCOCC2)cc1,53.8*
CCOC(=O)c1cc2c(=O)[nH]ccc2nc1C(F)(F)F,1.4
CCOC(=O)c1c(NC(=O)CCC(=O)O)sc2c1CC(C)(C)OC2,3.8
O=C(O)c1ccc2c(c1)-c1nc3ccccc3n1C2=O,6.8
O=C1CCNc2c(Cl)cccc21,4.2
O=C(Nc1nnc([C@@H]2O[C@H](CO)[C@@H](O)[C@H]2O)s1)Nc1ccccc1C(F)(F)F,0.0
O=C(Nc1ccccn1)C12CC3CC(C1)CC(C(=O)Nc1ccccn1)(C3)C2,1.9
COc1cccc(NC(=O)CN(C)C(=O)c2cc(-c3ccccc3)nn2-c2ccccc2)c1,3.8
CN1CCN(C(=O)c2ccccc2NC(=O)c2ccccc2)CC1,-1.6
CC(=O)Nc1ccc(NC(=O)C2CCCN2S(=O)(=O)c2cccc3nsnc23)cc1 (stereo not drawn),0.4
CCCn1c(=O)c2[nH]c(-c3ccccc3)nc2n(CCC)c1=O,5.4[25 µM]
O=C(COC(=O)c1ccc(Cl)c(S(=O)(=O)N2CCCCC2)c1)NCC1CCCO1 (stereo not drawn),10.9
COc1ccc(NC(=O)CN(C)C(=O)CNC(=O)c2ccc3ccccc3c2)cc1,-71.6
CN(C)S(=O)(=O)c1ccc(N)c([N+](=O)[O-])c1,6.7
COc1cc(OC)cc(C(=O)NCc2nc(-c3ccccc3)no2)c1,16.2
O=C(COc1ccc(S(=O)(=O)N2CCCC2)cc1)Nc1ccc2c(c1)OCCO2,-16.7
OCCN1CCN(CC(O)C(F)(F)F)CC1 (stereo not drawn),10.1
CCc1cnc(N2[C@H](CO)[C@@H](c3ccccc3-c3ccccc3C)[C@@H]2C#N)s1,20.5[25 µM]
N#Cc1ccc(OCC(=O)N/N=C/C2CC=CCC2)cc1 (stereo not drawn),1.8
Nc1nsc2ccccc12,5.9
Cc1nn(C)c(Cl)c1S(=O)(=O)N1CCC(CO)(CCc2ccccc2)CC1,1.2
O=C(O)c1ccccc1-c1ccccc1C(=O)Nc1cccc(O)c1,5.6
O=C(NCC(=O)N1CCN(C(=O)c2ccco2)CC1)c1ccccc1,-2.4
COc1ccc(Nc2nc(NN)nc(C)c2[N+](=O)[O-])cc1,2.7
COc1ccc2c3c(n(C)c2c1)[C@@H](CO)N(Cc1ccc(Cl)cc1)CC31CCN(CC2CC2)CC1,5.4[25 µM]
CCC(=O)N1C[C@H](O)COC[C@@H]2O[C@H](CC(=O)NC)CC[C@H]21,1.7[25 µM]
O=C(Cc1ccc(S(=O)(=O)N2CCCCC2)s1)Nc1ccc(F)c(F)c1,-1.7
CCc1nc(N2[C@@H](C#N)[C@H](c3ccccc3-c3ccccc3F)[C@@H]2CO)sc1C,12.2[25 µM]
COc1cccc(NC(=O)N2[C@@H]3CNC[C@H]2C3c2ccc(-c3cccc(OC)c3)cc2)c1 (stereo partly drawn),-5.1&-0.1
COCc1ccc(CN2CCc3c([nH]c4ccccc34)C2C(C)(C)C)o1 (stereo not drawn),11.8
Cc1noc(C)c1S(=O)(=O)N(C)C[C@@H]1OCc2ccccc2-c2ccccc2C(=O)N([C@H](C)CO)C[C@H]1C,2.0[25 µM]
CCOc1ncccc1C(=O)Nc1ccc(S(=O)(=O)Nc2cc(C)nc(C)n2)cc1,-0.6

# A section from further up:
SMILES,BL2 CD40 inh
N#Cc1ccc(OCC(=O)N/N=C/C2CC=CCC2)cc1 (stereo not drawn),1.8
Nc1nsc2ccccc12,5.9
Cc1nn(C)c(Cl)c1S(=O)(=O)N1CCC(CO)(CCc2ccccc2)CC1,1.2
O=C(O)c1ccccc1-c1ccccc1C(=O)Nc1cccc(O)c1,5.6
O=C(NCC(=O)N1CCN(C(=O)c2ccco2)CC1)c1ccccc1,-2.4
COc1ccc(Nc2nc(NN)nc(C)c2[N+](=O)[O-])cc1,2.7
COc1ccc2c3c(n(C)c2c1)[C@@H](CO)N(Cc1ccc(Cl)cc1)CC31CCN(CC2CC2)CC1,5.4[25 µM]
CCC(=O)N1C[C@H](O)COC[C@@H]2O[C@H](CC(=O)NC)CC[C@H]21,1.7[25 µM]
O=C(Cc1ccc(S(=O)(=O)N2CCCCC2)s1)Nc1ccc(F)c(F)c1,-1.7
CCc1nc(N2[C@@H](C#N)[C@H](c3ccccc3-c3ccccc3F)[C@@H]2CO)sc1C,12.2[25 µM]
COc1cccc(NC(=O)N2[C@@H]3CNC[C@H]2C3c2ccc(-c3cccc(OC)c3)cc2)c1 (stereo partly drawn),-5.1&-0.1
COCc1ccc(CN2CCc3c([nH]c4ccccc34)C2C(C)(C)C)o1 (stereo not drawn),11.8
Cc1noc(C)c1S(=O)(=O)N(C)C[C@@H]1OCc2ccccc2-c2ccccc2C(=O)N([C@H](C)CO)C[C@H]1C,2.0[25 µM]
CCOc1ncccc1C(=O)Nc1ccc(S(=O)(=O)Nc2cc(C)nc(C)n2)cc1,-0.6

# Additional results follow.
SMILES,BL2 CD40 inh
O=[N+]([O-])c1cc(Br)c2c(c1)CCN2,1.2
COc1ccccc1NC(=O)N1CC(=O)N2[C@H](CO)[C@@H](c3ccc(C#CC(C)C)cc3)[C@H]2C1,16.1[25 µM]
Cc1c(C(=O)N2CCN(C3CCS(=O)(=O)C3)CC2)oc2ccc(Cl)cc12 (stereo not drawn),4.5
COc1ccccc1CNC(=O)C[C@@H]1CC[C@@H]2[C@H](COC[C@@H](O)CN2Cc2ccc3c(c2)OCO3)O1,4.7[25 µM]
Cn1nccc1C(=O)Nc1nnc(C2CC2)s1,-5.7
COc1ccc(NC(=O)CSc2nnnn2C)cc1S(=O)(=O)N1CCCCC1,14.6
CC(NC(=O)CCC(=O)c1ccccc1)c1ccc(F)cc1 (stereo not drawn),11.1
C/C(=N\NS(C)(=O)=O)c1ccc(C)cc1,5.3
Cc1ccc(CN2CCN(CCCc3ccccc3)CC2CCO)cc1 (stereo not drawn),13.5
CC(=O)Nc1ccc(NC(=O)C(C)OC(=O)c2ccc(-n3cnnn3)cc2)cc1 (stereo not drawn),24.9
Cc1cc(NC(=O)NC(=O)c2ccccc2NC(=O)C(C)N)ccc1Oc1ncc(Br)cn1 (stereo not drawn),-9.2
CC(=O)c1c(OC(=O)c2ccc(C)cc2)c2ccccc2n1C,3.8
CC(=O)c1ccc(OCC(O)CNCc2ccc3c(c2)OCO3)cc1 (stereo not drawn),6.8
Cc1cc(C)nc(SCc2nc3ccccc3n2C)n1,-25.2
COC(=O)c1ccc(COc2ccccc2/C=N/Nc2cccc(C(=O)O)c2)cc1,-26.8
Cc1ncoc1C(=O)N1CCCC(C(=O)c2ccc(-c3ccccc3)cc2)C1 (stereo not drawn),1.4
C[C@@H]1CN([C@H](C)CO)C(=O)CCCn2cc(nn2)CO[C@@H]1CN(C)S(=O)(=O)c1ccccc1,-3.4
COc1ccc(C(CNC(=S)NCc2ccccc2)N2CCCC2)cc1 (stereo not drawn),2.0
Cc1ccnc(NC(=O)CNC(=O)c2ccc(C)s2)c1,-59.1
COc1cccc(/C=C/C(=O)OCC(=O)c2ccc(S(=O)(=O)N3CCCCC3)cc2)c1OC,10.1
CN(C)CC(=O)Nc1ccc2c(c1)[C@@H]1C[C@@H](CC(=O)NCc3cccc(F)c3)O[C@@H](CO)[C@@H]1O2,-0.1[25 µM]
CCC(=O)N1CCc2cc(S(=O)(=O)NCCCOC)ccc21,11.6
COc1cc(C(=O)CCc2ccc3c(c2)OCO3)cc(OC)c1OC,1.8
Cc1cc(CN2CCN(CC(=O)Nc3cc(Cl)ccc3-n3cncn3)CC2)no1,15.5
O=C(CCc1ccccc1)N/N=C/c1cccc(O)c1,-13.4
CCN(CC(=O)Nc1c(F)cccc1F)C(=O)c1ccc2c(c1)NC(=O)C(C)S2 (stereo not drawn),2.5
O=C(Nc1ccccc1F)N1C[C@@H]2[C@H](c3ccccc31)[C@@H](CO)N2C(=O)C1CCCCC1,-9.4[25 µM]
Cc1ccc(NC(=O)C2(C)CCN2C(=O)Cc2ccccc2)cc1C (stereo not drawn),2.9
COc1ccc(NC(C)=O)c(C)c1,9.0
CO[C@@H](C(=O)N(C)C[C@H]1OCc2ccccc2-c2c(n(C)c3ccccc23)C(=O)N([C@H](C)CO)C[C@H]1C)c1ccccc1,-12.5[25 µM]
O=C(C[C@H]1CC[C@@H](NC(=O)c2ccc(F)cc2)[C@H](CO)O1)NCCc1ccccc1,3.2[25 µM]
CCOc1ccccc1C1c2cc3c(cc2OC(C)(N2CCCC2)C1C)OCO3 (stereo not drawn),10.9
Nc1nc(NC(=O)c2ccccc2)nn1-c1ccccc1,-44.8
CCN1C(=O)C(=O)N(CC(=O)N2CCC(C)Sc3ccccc32)C1=O (stereo not drawn),7.0
CC1Cc2ccccc2N1CC(=O)NC(=O)NC(C)(C)C (stereo not drawn),9.0
O=C1CCc2cc(S(=O)(=O)N3CCC(C(=O)NCCC4=CCCCC4)CC3)ccc2N1,4.9
Cc1ccc(NC(=O)NC(=O)CN2CCCC2c2ccc3c(c2)OCCO3)cc1C (stereo not drawn),-8.2
CCc1nc(C#N)c(N2CCOCC2)o1,3.7
CN1CCN(CC#CC(C)(O)C2CC3C=CC2C3)CC1 (stereo not drawn),10.7
CO[C@@H]1CN(C)C(=O)c2cc(NC(=O)C3CCOCC3)ccc2OC[C@H](C)N(CC2CC2)C[C@@H]1C,-6.5
CC(=O)N1[C@H](CO)[C@H](c2ccc(-c3ccc(F)cc3)cc2)[C@@H]1CNC(=O)C1CC1,2.9
COc1ccc(S(=O)(=O)Nc2ccc3c(c2)C(=O)N([C@@H](C)CO)C[C@H](C)[C@@H](CN(C)C(=O)Nc2c(C)noc2C)OCCCC[C@@H](C)O3)cc1,-5.2[25 µM]
Cc1cccnc1NC(=O)c1ccco1,-4.9
CN1C(=O)CSc2ccc(NC(=O)NCc3ccccc3)cc21,-11.4
C=CCn1c(SCC(=O)Nc2ccc(C(=O)O)cc2)nc2scc(-c3ccccc3)c2c1=O,5.6
CC(C)CN(C(=O)CCNC(=O)c1ccc(Cl)cc1)C1CCS(=O)(=O)C1 (stereo not drawn),9.9
Cc1cc(C)c(CC(=O)c2ccccc2)c(C)c1,1.3
O=c1c2cnn(-c3ccccc3)c2ncn1Cc1ccccn1,-9.7
O=C(OCc1cccc(C(F)(F)F)c1)c1cc(S(=O)(=O)N2CCOCC2)ccc1F,25.0
COc1cccc(S(=O)(=O)N(C)C[C@@H]2OCc3ccccc3-c3c(n(C)c4ccccc34)C(=O)N([C@@H](C)CO)C[C@H]2C)c1,42.3[25 µM]
CC(C)Nc1nnc(SCC(=O)Nc2sccc2C#N)s1,-4.8
COc1ccccc1-c1ccc(C2[C@@H]3CN(C(=O)c4cccnc4)C[C@H]2N3)cc1 (stereo partly drawn),8.4&-7.9[25 µM]
Cc1onc(-c2ccccc2)c1NC(=O)Nc1ccc(OC(F)F)cc1,6.3
CN(Cc1ccccc1)S(=O)(=O)c1ccc(NC(=O)C2CCCO2)cc1 (stereo not drawn),9.7
O=C(C[C@@H]1C=C[C@@H](NC(=O)Cc2ccccn2)[C@H](CO)O1)NCCc1ccncc1,4.8[25 µM]
O=C1C=CC(=O)N1Cc1cccnc1,6.9
N#Cc1cccc(-c2ccc(C3[C@@H]4CN(C(=O)c5ccc6c(c5)OCO6)C[C@H]3N4)cc2)c1 (stereo partly drawn),-2.5&-4.4[25 µM]
Cc1ccccc1NC(=O)Cc1nc(COC(=O)CCNS(=O)(=O)c2ccccc2)cs1,-2.3
COCC(=O)N1CC2(CCN(Cc3ccccc3)CC2)c2c([nH]c3cc(OC)ccc23)[C@@H]1CO,-9.9[25 µM]
O=C1CSc2ccc(C(=O)NCC(c3ccco3)N3CCCCC3)cc2N1 (stereo not drawn),9.0

# (listing goes on)
SMILES,BL2 CD40 inh
CCCCCN(C(=O)CCC(=O)OCC(=O)c1ccc(CCC)cc1)c1c(N)n(CCCC)c(=O)[nH]c1=O,-31.3
CN(C(=O)c1ccc(Br)o1)C1CCS(=O)(=O)C1 (stereo not drawn),4.0
C[C@H]1CN([C@@H](C)CO)C(=O)c2cccc(NC(=O)c3nc4ccccc4s3)c2O[C@@H]1CN(C)Cc1ccc(C(F)(F)F)cc1,13.2[25 µM]
COc1ccccc1C1CC(c2ccco2)=NN1S(C)(=O)=O (stereo not drawn),4.5
